BAZ2B block – qHTS Assay for Inhibitors of BAZ2B; Bromodomain adjacent to zinc finger domain protein 2B (Homo sapiens), Q9UIF8; AlphaScreen BAZ2B-H3K14Ac peptide displacement; Potency, µM (highest dose often 114 µM), for inactives: at the top dose activity change, negative = inhibition, actives largely listed as inhibitors; 4.4% of 360,000 active; AID 504333, 2011; note: % is set by controls: 0 for no effect and ±100 for the full control effect; nearly all actives have a fitted effect of over 60% in size
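AlphaScreen displacement: compounds (up to 110uM) incubated 30 min at room temperature with a preformed 50 nM BAZ2B/50 nM biotinylated H3K14Ac peptide complex in PBS pH 7.4 with Tween-20. Donor and acceptor beads at 10 ug/mL final added, 20 min light-protected before reading.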
APEX1 inh – qHTS Assay for Inhibitors of the Human Apurinic/apyrimidinic Endonuclease 1 (APE1) | DNA repair nuclease/redox regulator APEX1 (Homo sapiens), P27695 | recombinant APE1, TAMRA/BHQ-2 abasic DNA cleavage fluorescence | Potency, µM (titrated, usually from 65.8 µM), for the others: at the highest dose activity change, negative = inhibition, hits mostly inhibitors | 0.35% of 350,000 active | AID 2517, 2012;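 note: plate controls were vehicle for no effect and reference inhibitor for full effect; nearly all actives have a fitted effect of over 55% in size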
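Kinetic fluorescence read (525 ex/598 em nm, three reads 60 s apart) of AP-site incision; signal = third minus first read. Enzyme 0.75 nM, dual-labelled THF duplex 50 nM, compound preincubation 15 min RT.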
POLK inh – qHTS for Inhibitors of Polymerase Kappa. purified Pol kappa, fluorescent DNA synthesis assay, 10 min. 0.53% of 400,000 active. AID 588579, 2011. DNA polymerase kappa (Homo sapiens), Q9UBT6. Potency, µM (titrated, usually from 107 µM), for the others: at the top dose activity, negative = inhibition, actives largely listed as inhibitors; note: % is set by controls: 0 for no effect and ±100 for the full control effect
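Here, compound and 10 nM enzyme are combined for 15 min at room temperature; adding 50 nM substrate (final) starts DNA synthesis, tracked by fluorescence at 0 and 10 min against buffer-only wells.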
BLM inh – qHTS Assay for Inhibitors of Bloom's syndrome helicase (BLM). RecQ-like DNA helicase BLM (Homo sapiens), P54132. 0.2% of 350,000 active. AID 2528, 2010. Potency, µM (series often up to 56.1 µM), inactives show at the highest dose activity change, negative = inhibition, hits mostly inhibitors. recombinant BLM DNA unwinding, fluorescence dequenching;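 note: plate controls were vehicle for no effect and no enzyme for full effect; nearly all actives have a fitted effect of over 35% in size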
JMJD2A Tudor – qHTS Assay for Inhibitors of JMJD2A-Tudor Domain | Potency, µM (top dose mostly 114 µM), for the others: at the highest dose activity change, negative = inhibition, most hits filed as inhibitors | AlphaScreen JMJD2A-Tudor / H3K4me3 peptide binding | Lysine-specific demethylase 4A (Homo sapiens), O75164 | AID 504339, 2011 | 4.4% of 390,000 active; note: % is set by controls: 0 for no effect and ±100 for the full control effect; nearly all actives have a fitted effect of over 50% in size
G9a inh – qHTS Assay for Inhibitors of Histone Lysine Methyltransferase G9a; Histone-lysine N-methyltransferase EHMT2 (Homo sapiens), Q96KQ7; AID 504332, 2011; G9a H3K9 monomethylation, AlphaScreen, 2 h; 8.8% of 350,000 active; Potency, µM (top dose mostly 102 µM), for the others: top-dose activity, negative = inhibition, actives largely listed as inhibitors; note: % is set by controls: 0 for no effect and ±100 for the full control effect; nearly all actives have a fitted effect of over 75% in size
Target sequence (Q96KQ7 913-1193 limits assumed): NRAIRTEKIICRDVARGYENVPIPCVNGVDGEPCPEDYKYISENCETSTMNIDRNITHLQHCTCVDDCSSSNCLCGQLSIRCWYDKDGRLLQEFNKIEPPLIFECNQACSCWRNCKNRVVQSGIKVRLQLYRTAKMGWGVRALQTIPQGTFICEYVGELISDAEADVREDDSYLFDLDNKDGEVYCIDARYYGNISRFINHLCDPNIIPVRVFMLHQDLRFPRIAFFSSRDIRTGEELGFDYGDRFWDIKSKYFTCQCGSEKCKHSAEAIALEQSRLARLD
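AlphaScreen detection with an anti-monomethyl H3K9 antibody quantified product after a 2 h room-temperature reaction containing 500 nM biotinylated H3K9 peptide, 20 µM SAM and 20 nM enzyme, which had been preincubated 15 min with compound.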
POLI inh – qHTS for Inhibitors of Polymerase Iota. DNA polymerase iota (Homo sapiens), Q9UNA4. Pol iota fluorescent replication assay, 10 min. Potency, µM (titrated, usually from 115 µM), inactives show top-dose activity, negative = inhibition, most hits filed as inhibitors. 1% of 390,000 active
Target sequence (Q9UNA4 whole entry, looked up): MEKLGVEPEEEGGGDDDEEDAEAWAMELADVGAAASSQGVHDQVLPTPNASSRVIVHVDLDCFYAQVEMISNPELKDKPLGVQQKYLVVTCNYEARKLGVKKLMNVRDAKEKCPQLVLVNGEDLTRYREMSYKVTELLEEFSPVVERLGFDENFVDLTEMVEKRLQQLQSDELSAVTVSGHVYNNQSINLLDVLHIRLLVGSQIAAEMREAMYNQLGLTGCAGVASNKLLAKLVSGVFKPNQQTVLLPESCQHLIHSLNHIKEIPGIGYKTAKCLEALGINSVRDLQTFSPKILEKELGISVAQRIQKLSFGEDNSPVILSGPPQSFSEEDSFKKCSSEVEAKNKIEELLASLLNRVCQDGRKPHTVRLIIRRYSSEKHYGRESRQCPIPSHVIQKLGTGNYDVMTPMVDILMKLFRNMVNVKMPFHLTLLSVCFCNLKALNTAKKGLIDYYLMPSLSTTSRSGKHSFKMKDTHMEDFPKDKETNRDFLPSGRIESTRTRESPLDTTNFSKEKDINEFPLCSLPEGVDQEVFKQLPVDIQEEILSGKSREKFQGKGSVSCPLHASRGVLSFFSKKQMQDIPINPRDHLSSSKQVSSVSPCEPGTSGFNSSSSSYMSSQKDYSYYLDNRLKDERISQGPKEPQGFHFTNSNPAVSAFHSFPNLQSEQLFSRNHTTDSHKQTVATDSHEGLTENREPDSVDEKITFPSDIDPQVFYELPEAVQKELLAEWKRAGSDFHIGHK
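Fluorescent replication assay read twice, at 0 min and 10 min after adding 50 nM (final) substrate. Enzyme (10 nM) and compounds were first incubated 15 min at room temperature; enzyme-free buffer wells were negative controls.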
POLB inh – qHTS Assay for Inhibitors of DNA Polymerase Beta. Pol beta primer extension/strand displacement, fluorescence kinetic. Potency, µM (titrated, usually from 114 µM), without a hit: at the top dose activity change, negative = inhibition, most hits filed as inhibitors. 1.3% of 340,000 active. AID 485314, 2010; note: % is set by controls: 0 for no effect and ±100 for the full control effect
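10 nM enzyme + cpd, 15 min RT; start with substrate 50 nM final; read 0 min and after 10 min RT. Corrected, normalized data; 4-parameter Hill curve fit.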
Pol eta inh – qHTS for Inhibitors of Polymerase Eta; DNA polymerase eta (Homo sapiens), Q9Y253; Potency, µM (titrated, usually from 114 µM), inactives show top-dose activity change, negative = inhibition, hits mostly inhibitors; AID 588591, 2011; 1.2% of 390,000 active; recombinant Pol eta, fluorescent DNA replication assay; note: % is set by controls: 0 for no effect and ±100 for the full control effect
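Fluorescent replication assay: 50 nM final substrate added after a 15 min room-temperature compound preincubation with 10 nM enzyme. Signal taken at 0 min and again at 10 min.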
* = called active by the depositor; u = inconclusive; x = not tested or not shown; & = joins results of further samples; [ ] = dose if it differs, or a comment. Calls come from the whole dose curve; as a rule, active = well fitted curve in the direction sought with a large enough effect; inconclusive = small, poorly fitted or top-dose-only effect, or another doubt; inactive = no such curve, though single readings can be large; an effect the other way counts as inactive or inconclusive. Potency is the fitted concentration of half-maximal effect.

#	SMILES	POLB inh	APEX1 inh	G9a inh	BAZ2B block	BLM inh	POLK inh	JMJD2A Tudor	Pol eta inh	POLI inh
1	Cc1cn2c(=O)cc(COc3ccc(NC(=O)c4ccc(C(C)(C)C)cc4)cc3)nc2s1	u	x	-13%[59 µM]	-32%	-4%	-14%	-21%	-4%	1%
2	O=C(CSc1nc2ccccc2[nH]1)c1ccco1	u	0%	-9%[59 µM]	17%	-6%	-7%	-3%	u	-5%
3	CC1(C)S[C@@H]2C(C(=O)OCc3ccccc3)NC(=O)N2C1C(=O)OCc1ccccc1 (stereo partly specified)	x	x	x	x	x	-7%&-20%	2%	-16%	-21%&-7%
4	CCSC(=O)CCCCCCCCCCCO	-10%	-4%	171%[activator][59 µM]	50%[activator]	-8%	-15%	23%[11.4 µM]	-18%	0%
5	COC(=O)c1[nH]c2cccc(OC)c2c1NC(=O)CN1CC2(C)CC1CC(C)(C)C2 (stereo unspecified)	-2%	-7%	8%[59 µM]	-3%	0%	-18%	-6%	u	7%
6	CCOc1cc(S(=O)(=O)n2nc(C)cc2C)ccc1Br	39%	-20%	x	7%	-2%	-18%	0%[11.4 µM]	-16%	81%[activator]
7	CNc1ncnc2c1ncn2[C@@H]1O[C@H](CO)[C@H](O)[C@H]1O	14%[57.1 µM]	-3%	18%[12.7 µM]	x	x	x	x	-1%[57.1 µM]	4%[58.9 µM]
8	CC(C)(C)NC(=O)c1ccc2c(c1)N(CC(=O)N1CCN(c3ccccc3F)CC1)C(=O)C(C)(C)O2	3%	1%	-37%	-32%	-6%	-4%	u	2%	1%
9	CCc1ccccc1N(CC(=O)NC1CCCCC1)C(=O)CNC(=O)c1ccco1	-1%	77%[activator]	-6%	1%	0%	2%	-11%	-23%	143%[activator]
10	COc1ccc(/C=C\C(=O)c2c(O)ccc3c(C)cc(=O)oc23)cc1	5%	12%	u	u	-6%	-3%	-13%[11.4 µM]	-12%	u
11	O=C(O)c1ccc(Cl)c(S(=O)(=O)Nc2ccc(S(=O)(=O)N3CCCC3)cc2)c1	x	-3%	x	x	x	-4%	-16%	-11%	27%
12	Cc1ccccc1Cn1nc(C)c(NC(=O)C2c3ccccc3Oc3ccccc32)c1C	12%	-2%	16%[59 µM]	-1%	-4%	-2%	-10%	3%	112%[activator]
13	C[C@@H]1O[C@@H](O[C@H]2[C@H](O)[C@@H](O)[C@H](Oc3c(-c4ccc(O)cc4)oc4cc(O)cc(O)c4c3=O)O[C@@H]2CO)[C@H](O)[C@H](O)[C@H]1O	x	3%	x	x	x	-15%	-21%	7%	u
14	C[C@]12CCC(=O)C=C1C=CC1C2CC[C@@]2(C)C1CC[C@@]21CCC(=O)O1 (stereo partly specified)	x	x	x	x	x	-2%	-3%	-7%	1%
15	CN(CC(=O)Nc1ccccc1Cl)C(=O)c1cc2c(s1)CCCCC2	x	x	x	x	x	-10%	-19%	-7%	14%
16	Cc1ccnc(NS(=O)(=O)c2ccc(NS(=O)(=O)c3cccs3)cc2)n1	10%	2%	4%[59 µM]	9%	3%	u	-17%	u	-19%
17	CCCCCOc1ccc(C(=O)OC(C)C(=O)NCc2ccco2)cc1 (stereo unspecified)	1%	14%	0%	u	-12%	-7%	-15%	-13%	32%[activator]
18	CCN(CC)c1ccc(Nc2nc(-c3cccnc3)cs2)cc1	3%	54%[activator]	0.89µM*	20µM*	-8%	-6%	13µM*	-8%	50%[activator]
19	Cc1cc(CCC(=O)O)c(C)cc1CCC(=O)O	-7%	1%	-10%[59 µM]	-38%	1%	7%	-29%	-7%	-7%
20	CCCn1c(N)c(N(CCOC)C(=O)c2ccc(C#N)cc2)c(=O)[nH]c1=O	10%	53%[activator]	71µM*	-9%	-12%	11%	5%	-10%	35%
21	COc1ccccc1NC(=O)NC1(C(=O)NCC2CCCO2)CCCCC1 (stereo unspecified)	-22%	48%[activator]	16%	1%	2%	-11%	-6%	-15%	19%
22	O=C1C=C(O)CC(c2ccc(Cl)c(Cl)c2)C1 (stereo unspecified)	-30%	1%	3%[59 µM]	-5%	-3%	-3%	-14%	8%	8%
23	COc1ccc(C(=O)CCC(=O)Nc2cc(C)ccc2C)cc1	-9%	x	-24%[59 µM]	-2%	-4%	-2%[60.1 µM]	-6%	-4%	27%
24	COc1cc(Cl)c(S(=O)(=O)NCCc2c(C)[nH]c3c(C)cccc23)cc1Cl	0%	x	-27%[59 µM]	32µM*	-10%	-4%	50µM*	-16%	0%
25	CC(C)c1ccc(CNC(=O)C2CC(=O)N(C3CCCCC3)C2)cc1 (stereo unspecified)	30%	24%	31%	-17%	-2%	-19%	-1%	-3%	50%[activator]

Individual results from above:
CCCCCOc1ccc(C(=O)OC(C)C(=O)NCc2ccco2)cc1 (stereo unspecified) in POLB inh has 1%
C[C@]12CCC(=O)C=C1C=CC1C2CC[C@@]2(C)C1CC[C@@]21CCC(=O)O1 (stereo partly specified) in POLK inh has -2%
CC(C)(C)NC(=O)c1ccc2c(c1)N(CC(=O)N1CCN(c3ccccc3F)CC1)C(=O)C(C)(C)O2 in BLM inh has -6%

(next part)
#	SMILES	POLB inh	APEX1 inh	G9a inh	BAZ2B block	BLM inh	POLK inh	JMJD2A Tudor	Pol eta inh	POLI inh
26	C=CCNC(=O)NC(=O)COC(=O)/C=C/c1cccc([N+](=O)[O-])c1	-24%	-4%	7%	-3%	-1%	0%	-11%	-10%	124%[activator]
27	O=C1CSc2ccc(C(=O)NCC(c3ccco3)N3CCCCC3)cc2N1 (stereo unspecified)	17%	11%	u	5%	2%	-6%	-10%	-1%	21%
28	COc1cc(NC(=O)CSc2nnc3ccc(-c4ccncc4)nn23)cc(OC)c1	-2%	-2%	u	-14%	2%	3%	u	-11%	17%
29	Cc1nnc(SCC(=O)Nc2sc3c(c2C#N)CCCCC3)n1N	-13%	-1%	14µM*	-23%	-9%	-20%	-14%	u	u
30	CC(=O)Nc1ccc(NC(=O)c2c(C)nc3ccccn23)cc1	30%	-3%	-33%	-3%	-7%	0%	-10%	-5%	u
31	COc1ccc(C(=O)Nc2cccc(OC(=O)c3ccc(C)c(C)c3)c2)cc1	9%	-5%	x	-36%	-10%	-10%	-13%	-20%	2%
32	Cc1ccc(C(C)(c2ccc(N)cc2)c2ccc(N)cc2)cc1	x	x	x	x	x	-11%	50µM*	-19%	14%
33	CCCCNC(=O)c1c(-c2ccccc2)c(-c2ccccc2)nn(C)c1=O	-15%	x	-46%[59 µM]	-2%	2%	1%	-7%	10%	3%
34	CCOC(=O)c1c(NC(=O)CSc2cn(CCNC(=O)c3c(F)cccc3F)c3ccccc23)sc2c1CCC2	9%	x	-35%[59 µM]	-35%	-7%	6%	-17%	-28%	22%
35	Cc1cc(Cl)ccc1C(=O)C1CCCN(C(=O)c2ccsc2)C1 (stereo unspecified)	x	x	x	x	x	-2%	-3%	-25%	30%[activator]
36	CCN(CC)S(=O)(=O)c1ccc(NC(=O)c2ccc(Cl)nc2)cc1	5%	8%	x	-8%	-2%	-13%	11%	-15%	4%
37	Cc1cc(C(=O)Nc2cccc(/C=C/C(=O)O)c2)c(C)o1	12%	-3%	u	-38%	-1%	-32%	-20%	-9%	-18%[58.9 µM]
38	Cc1ccc(-c2nc(C)c(CCNC(=O)c3ccco3)s2)cc1	-10%	x	-5%[59 µM]	0%	0%	0%[60.1 µM]	-11%	-8%	-6%
39	COc1ccccc1C1CC(c2ccco2)=NN1S(C)(=O)=O (stereo unspecified)	7%	-1%	-38%	-13%	-4%	-6%	50µM*	-21%	105%[activator]
40	CC(C)(O)CNC(=O)C(Cc1ccccc1)N1C(=O)c2ccccc2C1=O (stereo unspecified)	55%	-14%	24%	-5%	-2%	-7%	-3%	2%	18%
41	COCC(=O)N(Cc1nc2ccccc2c(=O)[nH]1)Cc1cccs1	11%	20%	6%[59 µM]	9%	1%	-11%	3%[11.4 µM]	-12%	1%
42	COc1ccc(S(=O)(=O)Nc2cccc3c2O[C@H](CN(C)S(=O)(=O)c2ccc(F)cc2)[C@H](C)CN([C@H](C)CO)C3=O)cc1	x	38%	x	x	x	10%	-12%	-12%	16%
43	O=C(c1ccc(F)cc1)n1ccc(-c2cnc(-c3ccccc3)s2)n1	1%	10%	13%[59 µM]	12%	-4%	6%	10%	-10%	28%
44	CC1(C)Cc2cccc(OCC(=O)OCC(=O)NCc3ccc(F)cc3)c2O1	x	27%	-33%	6%	x	-12%	-1%	-29%	11%
45	CC(C)(C)CNc1cc(N2CCCC2)ccc1[N+](=O)[O-]	-2%	2%	35%[0.501 µM]	-24%	-3%	0%	-12%	-3%	-13%
46	CCOC(=O)N1CCN(S(=O)(=O)c2cccs2)CC1	1%	2%	6%[59 µM]	1%	-2%	-17%	-5%	-7%	17%
47	CCCCCN(C(=O)CCC(=O)OCC(=O)c1ccc(CCC)cc1)c1c(N)n(CCCC)c(=O)[nH]c1=O	x	-7%	3%[59 µM]	-4%	x	-13%	-6%	-7%	21%
48	O=C(NCc1ccccn1)C(=O)NCC1OCCN1S(=O)(=O)c1ccc(F)cc1 (stereo unspecified)	3%	18%	35%	-8%	-13%	-15%	-9%	-6%	-9%
49	CN(C(=O)c1ccc(Br)o1)C1CCS(=O)(=O)C1 (stereo unspecified)	11%	69%[activator]	u	-3%	-7%	5%	-3%	-5%	9%
50	Nc1cnc(CNc2ccccc2Cl)cn1	-19%	6%	0%[12.7 µM]	-7%	-3%	-5%	-17%	-15%	-11%
51	COc1ccc(S(=O)(=O)N2CCCC(C(=O)Nc3ccc(OC)c(OC)c3)C2)cc1 (stereo unspecified)	15%	8%	-5%	0%	-2%	-3%	6%	-16%	-1%

An excerpt; the hit share may differ from the screen's.
